From PubChem BioAssay
EPAC2 agonist: EPAC2 (human) agonism. actives 0.079% (n = 360,000). Q8WZA2. EPAC2 activation, biochemical qHTS; response scale: 100% = 6.5 mM cAMP response. Potency, µM (top dose mostly 154 µM), for inactives: at the top dose activation, hits mostly activators; note: nearly all actives have a fitted effect of over 50% in size
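qHTS, titration series. 100 nM EPAC2 / 250 nM Rap1B-BODIPY-GDP / 50 uM GDP; RT; ex 480/em 540 nm, 5-min reads to 30 min. Norm. to 6.5 mM cAMP = activation.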
EPAC2 antag: antagonists of human EPAC2; Q8WZA2; EPAC2 GEF exchange of Rap1B-BODIPY-GDP, fluorescence; Potency, µM (highest dose often 114 µM), for the others: at the highest dose activity, negative = inhibition, hits mostly inhibitors; actives 0.18% (n = 360,000); AID 720708; note: % is set by controls: 0 for no effect and ±100 for the full control effect; nearly all actives have a fitted effect of over 45% in size; many of its hits are not listed in these tables
aSyn rescue: rescues yeast growth from alpha-synuclein toxicity; Potency, µM (series often up to 46.1 µM), for inactives: at the top dose growth rescue (activation), usual class: activators; Yeast expressing alpha-synuclein, growth rescue, BacTiter-Glo, 24 h; actives 0.14% (n = 370,000); note: % of control where 0% means no effect; nearly all actives have a fitted effect of over 65% in size
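Screening used galactose-induced yeast with toxic alpha-synuclein levels, exposed to compound for 24 hr at 30 deg C. Cell growth, read with BacTiter-Glo luminescence, gave the measured signal.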
FUS suppressor: rescues growth of FUS-expressing yeast | S. cerevisiae FUS-expressing, growth rescue, OD600, 24 h | Potency, µM (titrated, usually from 76.6 µM), without a hit: at the highest dose growth rescue (activation), usual class: activators | actives 0.24% (n = 390,000);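 note: plate controls were DMSO vehicle for no effect and reference control for full effect; nearly all actives have a fitted effect of over 55% in size; some results filed as inactive show a strong effect at the top dose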
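Yeast FUS proteinopathy model; galactose-induced FUS (2%), starting OD 0.005. Cpds in dilution series, 24hr, 30C, 99% humidity. Abs 600 nm growth. Pos ctrl CP55940 (top 92uM final); neg ctrl DMSO.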
PTHR1 ag: agonists of human PTHR1 parathyroid hormone receptor | Potency, µM (doses to about 115 µM), for inactives: at the highest dose activation, hits mostly activators | HEK293 GP2 PTHR1 cells, GloSensor cAMP luminescence, 1 h | Q03431 | actives 0.075% (n = 410,000); note: nearly all actives have a fitted effect of over 55% in size; some results filed as inactive show a strong effect at the top dose; inactives centre near -15; many of its hits are not listed in these tables
Target sequence (Q03431 whole entry, looked up): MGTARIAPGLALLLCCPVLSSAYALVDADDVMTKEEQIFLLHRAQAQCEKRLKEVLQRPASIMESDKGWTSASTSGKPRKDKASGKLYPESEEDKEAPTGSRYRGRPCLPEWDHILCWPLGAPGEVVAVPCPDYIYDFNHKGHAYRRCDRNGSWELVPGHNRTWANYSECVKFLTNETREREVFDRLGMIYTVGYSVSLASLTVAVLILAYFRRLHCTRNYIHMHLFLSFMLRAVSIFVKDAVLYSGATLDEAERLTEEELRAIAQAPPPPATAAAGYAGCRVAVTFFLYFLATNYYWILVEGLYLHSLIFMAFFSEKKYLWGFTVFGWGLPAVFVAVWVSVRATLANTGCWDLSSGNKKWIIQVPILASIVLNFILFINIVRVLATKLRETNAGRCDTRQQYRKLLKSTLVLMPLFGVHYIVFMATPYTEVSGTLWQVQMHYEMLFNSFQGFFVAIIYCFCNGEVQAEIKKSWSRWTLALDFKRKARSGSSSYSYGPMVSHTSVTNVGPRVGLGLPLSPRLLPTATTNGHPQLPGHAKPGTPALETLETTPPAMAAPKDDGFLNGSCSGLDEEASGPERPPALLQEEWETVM
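HEK-293-derived GP2 cells expressing PTHR1 and a GloSensor cAMP reporter, 3,000/well, plated overnight, given luciferin plus IBMX (each 0.5 mM as added) for 1 h at 37 °C, then compound for 1 h at 37 °C. Luminescence was read after 15 min at room temperature.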
TDP43 rescue: inhibitors of TDP-43 toxicity in yeast | Potency, µM (titrated, usually from 46.1 µM), inactives show at the highest dose growth rescue (activation), actives largely listed as activators | actives 1.8% (n = 410,000) | TDP-43 expressing yeast growth rescue, BacTiter-Glo, 24 h | AID 652104; note: % of control where 0% means no effect; nearly all actives have a fitted effect of over 50% in size
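Cell-based yeast growth screen: TDP-43 expression induced in galactose, inoculum OD600=0.02 after raffinose pregrowth to mid-log. Read-out BacTiter-Glo luminescence at 24 hr, 30 deg C; inhibition of toxicity seen as signal increase.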
EPAC1 ag: EPAC1 (human) agonism | actives 0.073% (n = 360,000) | Potency, µM (top dose mostly 154 µM), inactives show at the highest dose activation, hits mostly activators | EPAC1 agonist qHTS, biochemical assay; response scale: 100% = response to 6.5 mM cAMP | O95398; note: nearly all actives have a fitted effect of over 60% in size
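Nucleotide exchange by EPAC1 (100 nM) on Rap1B–BODIPY-GDP (250 nM) in the presence of 50 uM GDP is tracked fluorescently at 480/540 nm over 30 min. Signals are normalized to a 6.5 mM cAMP control.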
EPAC1 antag: EPAC1 (human) antagonism; AID 720709; actives 0.14% (n = 360,000); EPAC1 GEF assay, Rap1b-BODIPY-GDP exchange fluorescence; O95398; Potency, µM (top dose mostly 115 µM), without a hit: at the highest dose activity change, negative = inhibition, usual class: inhibitors;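 note: plate controls were vehicle for no effect and positive control for full effect; nearly all actives have a fitted effect of over 50% in size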
The depositor's hits bear a star; i = inactive; ? = inconclusive; · = not tested or not shown; [ ] = remark or other dose. Calls come from the whole dose curve; as a rule, active = well fitted curve in the direction sought with a large enough effect; inconclusive = small, poorly fitted or top-dose-only effect, or another doubt; inactive = no such curve, though single readings can be large; an effect the other way counts as inactive or inconclusive. Potency is the fitted concentration of half-maximal effect. The list is partial. The share of hits here may be higher or lower than overall.

nr	Molecule	aSyn rescue	EPAC2 agonist	TDP43 rescue	PTHR1 ag	EPAC2 antag	EPAC1 ag	FUS suppressor	EPAC1 antag
1	CC(=O)Nc1ccccc1OCC(O)CS(=O)(=O)c1ccc(C(F)(F)F)cn1 (centres undefined)	-3%	-1%	14%	i	-1%	10%	-31%	-2%
2	O=C(c1ccccc1F)N1CCN=C1c1ccccc1	-2%	4%	-12%	-31%	11%	-18%	2%	0%
3	Cn1c(=O)c2ccccc2n(Cc2cccc(F)c2)c1=O	-2%	2%	28%	-88%[inhibitor]	2%	-10%	14%	-7%
4	CSc1ccc(CNC(=O)C2(C)CCCN2C)cc1 (centres undefined)	0%	11%	-4%	-10%	-1%	-12%	-19%	-5%
5	Cc1c(NS(=O)(=O)c2ccccc2)cc(Cl)c(O)c1C	6%	-7%	10µM*	-18%	6%	1%	·	6%
6	Cc1ccc(Cn2c(=N)c(C(=O)NCC3CCCO3)cc3c(=O)n4cccc(C)c4nc32)cc1 (centres undefined)	-5%	1%	-18%	-6%	-9%	-3%	34%	-4%
7	CCCCN(C)CCn1c(=S)[nH]c2cc(OCC)c(OCC)cc2c1=O	2%	-1%	-22%	8%	18%	-16%	22%	2%
8	CS(=O)(=O)Nc1ccc(C2=NN(S(C)(=O)=O)C(c3cccs3)C2)cc1 (centres undefined)	1%	6%	7%	-3%	-7%	3%	25%	18%
9	CN1CCC(=NNC(=O)C(=O)Nc2cccc(Br)c2)CC1	3%	-4%	10%[9.22 µM]	i	-9%	-5%	25%	-14%
10	O=C(NCCCN1CCCC1=O)NC1CCCCC1	1%	0%	?	i	7%	-1%	14%	9%
11	COc1ccc(C/C(O)=C(\C#N)c2nc3ccccc3[nH]2)cc1OC	0%	4%	-4%	-46%[57.5 µM]	0%	-11%	12%	-1%
12	CCOC(=O)C1CCN(C(=O)CCn2c(=O)c3cccn3c3cccnc32)CC1	-1%	5%	8%	-45%[inhibitor]	4%	-6%	7%	-11%
13	N=c1oc2ccc(Br)cc2cc1C(=O)NCc1ccc(F)cc1	0%	0%	4%	i	5%	-9%	-6%	23%
14	COc1ccc(CCNc2nc(=O)[nH]nc2C)cc1OC	-3%	1%	19%	i	3%	5%	18%	2%
15	CCN(CC)C(=O)c1ccc2c(=O)n(Cc3cccc(Br)c3)c(=S)[nH]c2c1	-3%	2%	11%	-37%	1%	-1%	-9%	-13%
16	O=C(CSc1nnc(-c2cccs2)o1)N1CCCc2ccccc21	-1%	9%	11%	-9%[57.5 µM]	1%	5%	-4%	-8%
17	O=C(Oc1ccc2ccc(=O)oc2c1)c1ccccc1	6%	1%	21%	7%	0%	8%	-27%	20%
18	Cc1nnc(SCC(=O)Nc2ccc(F)cc2)n(N)c1=O	0%	8%	-9%	-18%	-8%	3%	-6%	11%
19	Cc1n[nH]c(C)c1CCN(C)C(=O)C1CCC(=O)N(CC2CCCCC2)C1 (centres undefined)	-3%	9%	-20%	-22%	2%	-3%	23%	0%
20	O=C(COc1nncc2ccccc12)NCC(F)(F)F	1%	-4%	1%	i	1%	-1%	-1%	-12%
21	COc1ccccc1C(=O)OCn1nnc2ccccc2c1=O	2%	3%	22%	i	24%	5%	-13%	-3%
22	Cc1nn(-c2ccccc2)c(Cl)c1C(=O)NCC(=O)O	-2%	5%	-10%	-5%[57.5 µM]	-5%	5%	19%	-4%
23	Cn1cnc([N+](=O)[O-])c1Sc1nc(N)nc2c1ncn2Cc1ccccc1	2%	-2%	14%	-40%[inhibitor]	0%	-2%	·	5%
24	COc1ccc(CCN2C(=O)CC(Sc3ncccc3C(=O)O)C2=O)cc1OC (centres undefined)	-13%	5%	1%	i	10%	2%	12%	11%
25	NS(=O)(=O)c1ccc(CCNC(=O)c2ccc(-c3ccccc3)cc2)cc1	12%	-3%	12%	i	7%	-2%	8%	5%
26	CCOc1ccc(N=c2cc(-c3ccc(OC)cc3)oc3ccccc23)cc1	-2%	16%	-5%	-30%[inhibitor]	10%	-3%	13%	-13%
27	COc1ccc(CCNC(=O)C2CCCN2S(=O)(=O)c2cccc3nsnc23)cc1OC (centres undefined)	-6%	4%	-4%	i	4%	15%	9%	-9%
28	Cc1ccc(/C=N/NC(=O)c2c[nH]c3ccccc23)o1	-1%	4%	0%	i	-1%	-6%	18%	15%
29	CC(C)C[C@@H]1NC(=O)N(CCN2CCOCC2)C1=O	2%	13%	-6%	i	1%	5%	-13%	9%
30	CCCn1c(NC(=O)c2ccc(C)cc2)nc2ccccc21	2%	-14%	-16%	i	5%	-13%	3%	0%

Structures shown so far with a CF3 group (two):
nr	Molecule	aSyn rescue	EPAC2 agonist	TDP43 rescue	PTHR1 ag	EPAC2 antag	EPAC1 ag	FUS suppressor	EPAC1 antag
1	CC(=O)Nc1ccccc1OCC(O)CS(=O)(=O)c1ccc(C(F)(F)F)cn1 (centres undefined)	-3%	-1%	14%	i	-1%	10%	-31%	-2%
20	O=C(COc1nncc2ccccc12)NCC(F)(F)F	1%	-4%	1%	i	1%	-1%	-1%	-12%

(listing goes on)
nr	Molecule	aSyn rescue	EPAC2 agonist	TDP43 rescue	PTHR1 ag	EPAC2 antag	EPAC1 ag	FUS suppressor	EPAC1 antag
31	COc1ccc(F)c(CN2CCC(CO)(Cc3cccc(C(F)(F)F)c3)CC2)c1	-2%	14%	-10%	-6%	-15%	-20%	23%	-22%
32	COc1ccc(C(=O)N/C(=C/c2cccnc2)C(=O)N2CCCCCC2)cc1OC	-9%	3%	-2%	11%	-14%	3%	15%	-5%
33	c1ccc(CNCC2COc3ccccc3O2)cc1 (centres undefined)	-2%	5%	1%	i	-6%	2%	18%	-11%
34	Cn1cccc1Cc1nnc(SCC(=O)NC2CCCCC2)n1CCc1ccccc1	2%	0%	-19%	-12%	-17%	-8%	31%	2%
35	Cc1cc(C)n(-c2ccc(C(=O)NC3CCCCC3)cc2)n1	-5%	9%	27%	i	-1%	0%	13%	2%
36	c1cncc(-c2nc(-c3ccc4c(c3)OCO4)cs2)c1	-2%	1%	11%	-8%	-1%	4%	-22%	-7%
37	Cc1ccsc1C(=O)OCC(=O)NC1CCCCC1C (centres undefined)	-8%[1.84 µM]	4%	?	-9%	2%	9%	-2%	-7%
38	O=C(NCC1CCCO1)C(c1ccc(F)cc1)N(Cc1ccc(F)cc1)C(=O)Cn1nnc(-c2cccs2)n1 (centres undefined)	-1%	3%	8%	i	-1%	4%	10%	4%
39	C=CCn1c(=O)n(C)c2c(=O)n(C)c(=O)n(C)c21	-2%	9%	0%	i	2%	8%	-11%	16%
40	Clc1ccc(COn2nnc3ccccc32)c(Cl)c1	9%	16%	22%	-7%[57.5 µM]	-3%	10%	4%	-14%
41	COc1ccc(C(=O)NN)cc1COc1ccc(Br)cc1	7%	8%	21%	i	-3%	7%	·	2%
42	CCOC(=O)C1=CN(Cc2ccco2)S(=O)(=O)N(C)C1c1ccccc1 (centres undefined)	-1%	9%	30%	i	-14%	11%	17%	-5%
43	CCC(=O)c1ccc(OCC(=O)Nc2cccc(S(=O)(=O)N(C)c3ccccc3)c2)cc1	-7%	0%	-24%	-47%[inhibitor]	5%	4%	-10%	6%
44	CCN1CCN(c2nc3c(c(=O)n(C)c(=O)n3C)n2CCSc2ncccn2)CC1	-2%	0%	-19%	i	11%	3%	7%	0%
45	Cc1[nH]c2ccccc2c1C(=O)C(C)OC(=O)c1ccc(Cl)nc1 (centres undefined)	-20%	13%	17%	-37%	-5%	?	43%	-30%
46	O=C1[C@H]2C(c3ccccc3)=NN(c3ccccc3)[C@H]2C(=O)N1c1ccccc1	8%	0%	22%	-12%	2%	9%	-27%	-15%
47	CCn1cc([N+](=O)[O-])c(C(=O)Nc2c(C)nn(Cc3cccc(F)c3)c2C)n1	1%	1%	18%	i	2%	2%	-4%	-3%
48	COc1cc(C2c3cc4c(cc3OC(Nc3ccc(C(=O)O)cc3)C2C)OCO4)cc(OC)c1OC (centres undefined)	21%	3%	-29%	-16%	-3%	1%	·	-14%
49	CCCCOc1ccc(C(=O)Oc2cccnc2)cc1	8%	5%	13%	i	-5%	-5%	-13%	-4%
50	CC(C)c1ccc(Nc2nnc(SCC(=O)NCC3CCCO3)s2)cc1 (centres undefined)	-3%	-8%	-3%	-40%[inhibitor]	5%	-3%	·	6%
51	Cc1coc2c(C)c3oc(=O)c(CCC(=O)NCCCN4CCCC4=O)c(C)c3cc12	12%	5%	-6%	-7%	-10%	-20%	3%	-2%
52	Cc1cc(NC(=O)CSc2ncnc3c2cnn3-c2cccc(Cl)c2)no1	-1%	15%	-17%	i	7%	1%	-16%	-13%
53	CCOc1ccc(OCCCCn2cnc3ccccc3c2=O)cc1	2%	6%	·	-37%[inhibitor]	-9%	-2%	10%	?
54	COc1cccc(OC)c1NC(=O)Cn1nc(C)c2ccccc2c1=O	3%	-3%	4%	-21%	1%	-1%	-8%	9%
55	CCOC(=O)c1ccc(-n2c(CN(CC)CC)nc3ccc([N+](=O)[O-])cc3c2=O)cc1	0%	5%	0%	-28%	3%	-12%	48%	-2%
56	CCOc1cc(/C=C2/SC(=S)N(CC3CCCO3)C2=O)ccc1O (centres undefined)	-14%	-12%	-10%	-8%	-4%	1%	1%	-4%
57	C/C=C\C=C\C(=O)N1CC2(CC(c3cccc(NC(=O)CC(c4ccccc4)c4ccccc4)c3)=NO2)C[C@H]1C(N)=O (some centres undefined)	-2%	-5%	-2%	-67%[inhibitor]	-9%	-8%	?	-21%
58	COc1ccccc1CNC(=O)c1ccccc1NS(C)(=O)=O	5%	5%	-8%	-4%[57.5 µM]	5%	-1%	6%	7%
59	O=C(Nc1cc(Cl)ccc1Cl)Nn1cnnc1	6%	3%	4%	i	3%	4%	-9%	8%
60	COc1cc2[nH]c3c(Cl)ncnc3c2cc1OC	1%	-7%	28%	i	-15%	2%	·	-6%
